GSTO1 counter = inhibitors of recombinant GSTO1, primary screen, counter-screen for RBBP9 inhibitor project, biochemical, fluorescence polarization. Glutathione S-transferase omega-1 (Homo sapiens), P78417. activity-based probe fluorescence polarization. inhibition, % at 5.96 µM. hit rate 1.1% among 300,000;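 active means inhibition above the campaign mean inhibition plus 3 SD, cut at about 35% in these data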;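 further: 0% = GSTO1-1 with DMSO and 100% = wells lacking GSTO1-1 enzyme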
LYPLA2 inh = LYPLA2 inhibitors, primary screen, counter-screen for PME1 inhibitor project, biochemical, fluorescence polarization, FP-Rh probe ABPP | recombinant LYPLA2 | inhibition, % at 5.9 µM | hit rate 0.38% among 320,000;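 active means inhibition above the screen-wide mean plus 3 SD, limit set per campaign, cut at about 26% in these data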;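 further: 0% = LYPLA2 with DMSO and 100% = wells lacking LYPLA2 enzyme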
LYPLA1 counter = LYPLA1 inhibitors, primary screen, counter-screen for PME1 inhibitor project, biochemical, fluorescence polarization, FP-Rh probe ABPP | Acyl-protein thioesterase 1 (Homo sapiens), O75608 | recombinant LYPLA1 | inhibition, % at 5.9 µM | hit rate 0.16% among 320,000 | AID 2174, 2009;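 active means inhibition above the mean of all tested compounds plus 3 SD, set per campaign, cut at about 14% in these data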;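 further: inhibitors block serine hydrolase probe labeling of LYPLA1 so polarization falls; 0% = enzyme with DMSO and 100% = wells lacking LYPLA1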
PAFAH1B3 FP inh = PAFAH1B3 enzyme inhibitors, primary screen, biochemical, fluorescence polarization, human; Platelet-activating factor acetylhydrolase IB subunit alpha1 (Homo sapiens), Q15102; recombinant PAFAH1B3, FP-rhodamine probe; inhibition, % at 3.39 µM; hit rate 0.28% among 340,000;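 active means inhibition above the screen-wide average of all tested compounds plus 3 SD, cut at about 25% in these data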;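 further: 0% = enzyme with DMSO only and 100% = wells lacking PAFAH1B3 protein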
PAFAH1B2 FP inh = PAFAH1B2 enzyme inhibitors, primary screen, biochemical, fluorescence polarization, human. Platelet-activating factor acetylhydrolase IB subunit alpha2 (Homo sapiens), P68402. recombinant PAFAH1B2, FP-rhodamine activity probe. inhibition, % at 3.39 µM. hit rate 1.2% among 340,000. AID 492953, 2010;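 active means inhibition above the mean of all tested compounds plus 3 SD, cut at about 24% in these data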;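 further: 0% = enzyme with DMSO and 100% = wells lacking PAFAH1B2; many of its hits are not listed in these tables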
Target sequence (P68402 whole entry, looked up): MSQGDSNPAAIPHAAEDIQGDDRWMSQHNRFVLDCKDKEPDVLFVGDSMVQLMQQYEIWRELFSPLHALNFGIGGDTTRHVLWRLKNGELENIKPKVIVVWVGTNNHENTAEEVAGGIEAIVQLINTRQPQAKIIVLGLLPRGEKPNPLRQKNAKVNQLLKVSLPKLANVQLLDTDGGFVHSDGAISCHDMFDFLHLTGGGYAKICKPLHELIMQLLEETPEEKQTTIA
PAD4 inh = human PAD4 inhibitors, primary screen, biochemical, fluorescence polarization, 1536-well format | AID 485272, 2010 | recombinant PAD4, RCA probe fluorescence polarization | inhibition, % at 6.36 µM | hit rate 0.41% among 330,000;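 active means percent inhibition above a cutoff equal to the mean of all tested compounds plus 3 SD, cut at about 15% in these data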;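 further: 0% = PAD4 with RCA probe and DMSO and 100% = probe without PAD4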
pPAFAH FP inh = pPAFAH enzyme inhibitors, primary screen, biochemical, fluorescence polarization, human; Platelet-activating factor acetylhydrolase (Homo sapiens), Q13093; recombinant pPAFAH, FP-rhodamine probe fluorescence polarization; inhibition, % at 3.39 µM; hit rate 1.5% among 330,000; AID 463082, 2010;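 active means inhibition above the mean inhibition across the screen plus 3 SD, cut at about 25% in these data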;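 further: inhibitors block binding of the rhodamine activity-based probe so polarization drops; 0% = enzyme with DMSO and 100% = wells lacking pPAFAH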
PREPL inh = PREPL enzyme inhibitors, primary screen, biochemical, fluorescence polarization. recombinant PREPL, fluorescence polarization activity-based probe. inhibition, % at 5.96 µM. hit rate 0.68% among 320,000; in the data active means inhibition above about 43%;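 further: 0% = enzyme with DMSO and 100% = wells lacking enzyme; many of its hits are not listed in these tables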
Target sequence (Q4J6C6 whole entry, looked up): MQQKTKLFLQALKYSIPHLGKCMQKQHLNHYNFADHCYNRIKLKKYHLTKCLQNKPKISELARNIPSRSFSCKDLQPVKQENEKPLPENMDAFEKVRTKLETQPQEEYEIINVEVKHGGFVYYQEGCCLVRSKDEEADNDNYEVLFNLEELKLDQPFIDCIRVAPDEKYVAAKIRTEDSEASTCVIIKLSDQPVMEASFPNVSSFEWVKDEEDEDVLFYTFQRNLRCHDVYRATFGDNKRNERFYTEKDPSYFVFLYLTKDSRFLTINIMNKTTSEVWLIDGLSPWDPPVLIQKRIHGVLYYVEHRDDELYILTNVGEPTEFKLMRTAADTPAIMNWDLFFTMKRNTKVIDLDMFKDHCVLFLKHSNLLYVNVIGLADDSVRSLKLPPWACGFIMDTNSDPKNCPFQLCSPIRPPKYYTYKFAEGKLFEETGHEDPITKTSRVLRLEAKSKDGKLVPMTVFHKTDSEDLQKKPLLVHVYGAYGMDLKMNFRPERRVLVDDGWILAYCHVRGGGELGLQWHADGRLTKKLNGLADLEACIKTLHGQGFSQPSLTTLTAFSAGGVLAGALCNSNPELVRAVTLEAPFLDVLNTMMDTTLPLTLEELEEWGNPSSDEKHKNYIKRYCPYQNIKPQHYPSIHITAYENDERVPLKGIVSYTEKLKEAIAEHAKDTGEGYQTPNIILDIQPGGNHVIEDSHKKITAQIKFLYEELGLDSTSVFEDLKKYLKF
PME-1 inh = PME-1 inhibitors via competitive probe labeling, primary screen, biochemical, fluorescence polarization, FP-Rh probe, HTS | Protein phosphatase methylesterase 1 (Homo sapiens), Q9Y570 | recombinant PME-1 | inhibition, % at 5.9 µM | hit rate 0.53% among 320,000;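 active means inhibition above the campaign mean of all compounds plus 3 SD, cut at about 26% in these data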;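 further: competitive labeling of PME-1 active site by serine hydrolase directed probe; 0% = PME-1 with DMSO and 100% = wells lacking PME-1 enzyme; inhibitors block probe labeling so polarization falls and inhibition rises; many of its hits are not listed in these tables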
Starred values were filed as active, the others as inactive; . = not tested or not shown.

1) CCN1CCN(c2ccccc2NC(=O)C(C)Oc2ccc(C(C)=O)cc2)CC1 (stereo unspecified)
2) COc1ccc2c(c1)C1(C)CC(C)(C)N2C(=O)N1c1ccccc1 (stereo unspecified)
3) CCN1CCSc2ccc(C(=O)NCc3cc(Br)ccc3OC)cc21
4) Cc1c(OC(C)C(=O)NCC2CCC(C(=O)O)CC2)ccc2c3c(c(=O)oc12)CCCC3 (stereo unspecified)
5) O=C1CCC([N+](=O)[O-])C(c2ccc(Br)cc2)N1 (stereo unspecified)
6) O=C(CCc1ccccc1)c1nnc(-c2ccccc2)o1
7) CC1CCC(NC(=O)Cn2c(=O)oc3cc(S(=O)(=O)N4CCCC4)ccc32)CC1 (stereo unspecified)
8) COc1ccc(C(=O)OCC(=O)Nc2ccc(F)c(F)c2)cc1OC

compound no.,1,2,3,4,5,6,7,8
GSTO1 counter,.,-4,1,-3,1,7,-1,4
LYPLA2 inh,8,0,1,9,1,5,4,11
LYPLA1 counter,1,-2,-7,1,-2,-1,1,-1
PAFAH1B3 FP inh,7,-1,7,7,6,13,2,3
PAFAH1B2 FP inh,6,6,5,2,0,7,5,-2
PAD4 inh,0,-3,3,3,-4,3,-2,7
pPAFAH FP inh,0,7,12,-1,2,2,-3,30*
PREPL inh,10,-9,12,12,-3,-6,9,13
PME-1 inh,-1,-2,2,4,4,-1,8,-7

9) Nc1ncnc(NNC(=O)CNC(=O)c2c(F)cccc2Cl)c1[N+](=O)[O-]
10) Cc1ccc2c(C)c(C(=O)N(Cc3ccc(N(C)C)cc3)C3CCS(=O)(=O)C3)oc2c1 (stereo unspecified)
11) CC(C)(C)CC(=O)Nc1ccc(S(=O)(=O)N2CCCC2)cc1
12) O=c1nc(/C=C/c2cc([N+](=O)[O-])ccc2Cl)cc(C(F)(F)F)[nH]1
13) CN1CCc2c(n(CC(O)CN3CCN(CCO)CC3)c3ccccc23)C1=O (stereo unspecified)
14) NCCCCCc1nnc(SCc2ccccc2Cl)o1
15) O=C(Nc1ccccc1C(=O)O)c1cc(S(=O)(=O)N2CCCCCC2)ccc1Cl
16) CCN(CC(=O)Nc1ccc(OC)cc1)C(=O)c1ccc2ccccc2c1

compound no.,9,10,11,12,13,14,15,16
GSTO1 counter,3,3,5,12,0,5,-9,.
LYPLA2 inh,7,1,3,5,0,5,35*,.
LYPLA1 counter,-1,1,-5,-2,0,0,-4,.
PAFAH1B3 FP inh,10,1,5,2,11,6,-7,14
PAFAH1B2 FP inh,7,0,7,6,3,-5,10,5
PAD4 inh,2,2,3,5,-4,-1,-3,-2
pPAFAH FP inh,4,14,-1,3,4,-6,0,1
PREPL inh,2,36,15,8,5,6,0,12
PME-1 inh,4,-1,5,27*,-8,5,6,.

17) CC(OC(=O)c1cccs1)C(=O)NCc1ccco1 (stereo unspecified)
18) CCOC(=O)c1nn(-c2ccc3c(c2)CCN3C(C)=O)cc1O
19) Cc1cc(=O)oc2cc(OCC(=O)OCC(=O)Nc3ccc4ccccc4c3)ccc12
20) O=C(O)c1cc(S(=O)(=O)Nc2ccc(N3CCCCC3)cc2)ccc1Cl
21) O=[N+]([O-])c1ccc2c(c1)ncn2-c1ccccc1
22) CC1CCCCC1NC(=O)Cn1nnc(-c2ccc(Cl)cc2)n1 (stereo unspecified)
23) O=c1c2ccccc2c2ccccc2c(=O)n1-c1ccccc1
24) COc1ccc(OC)c(Nc2nc(-c3ccccc3O)nc3ccccc23)c1

compound no.,17,18,19,20,21,22,23,24
GSTO1 counter,-8,0,8,27,0,-1,7,-4
LYPLA2 inh,-1,0,-1,-5,3,-6,-3,7
LYPLA1 counter,-1,-1,0,-2,-2,-2,-5,-2
PAFAH1B3 FP inh,0,-1,8,6,5,10,6,2
PAFAH1B2 FP inh,0,2,3,9,-3,2,2,-1
PAD4 inh,-3,-4,-4,-2,-4,2,-1,-3
pPAFAH FP inh,0,0,-5,14,5,6,0,5
PREPL inh,10,5,-64,0,-81,7,-5,-4
PME-1 inh,2,1,-9,-1,-1,1,0,-5

2 compounds drawn at random from the list so far, as already listed:
17) CC(OC(=O)c1cccs1)C(=O)NCc1ccco1 (stereo unspecified)
19) Cc1cc(=O)oc2cc(OCC(=O)OCC(=O)Nc3ccc4ccccc4c3)ccc12

compound no.,17,19
GSTO1 counter,-8,8
LYPLA2 inh,-1,-1
LYPLA1 counter,-1,0
PAFAH1B3 FP inh,0,8
PAFAH1B2 FP inh,0,3
PAD4 inh,-3,-4
pPAFAH FP inh,0,-5
PREPL inh,10,-64
PME-1 inh,2,-9

Next compounds follow.
25) COC(=O)c1ccc(CNC(=O)c2ccc3oc(C(C)C)nc3c2)cc1
26) N#Cc1cccc(-c2nnc(SCc3ccccc3C#N)o2)c1
27) COc1ccc(C(N)=O)c(OCC(=O)Nc2cc(C)on2)c1
28) COC(=O)[C@@H](NC(=O)NC1CCCc2ccccc21)C(C)C (stereo partly specified)
29) O=C(O)c1cccc(N=NN2CCOCC2)c1
30) CCOc1ccc(C(=O)NC(=S)Nc2cccnc2)cc1
31) O=C(c1cc2ccccc2o1)N1CCC(N2CCC(C(=O)N3CCCC3)CC2)CC1
32) COc1ccc2ccccc2c1/C=N\NC(=O)c1cccnc1

compound no.,25,26,27,28,29,30,31,32
GSTO1 counter,6,-1,.,-2,5,5,-3,7
LYPLA2 inh,0,9,4,2,4,5,1,-6
LYPLA1 counter,-3,-2,0,0,-1,-2,-1,-3
PAFAH1B3 FP inh,7,6,5,6,.,8,6,.
PAFAH1B2 FP inh,-5,2,0,1,.,9,-4,.
PAD4 inh,-2,-1,2,-5,-7,-1,0,3
pPAFAH FP inh,-1,-3,-2,2,2,1,6,2
PREPL inh,-4,8,21,3,8,-3,12,10
PME-1 inh,3,0,0,5,1,-9,-3,2

33) O=C(c1ccccc1)N1N=C(c2ccc(F)cc2)CC1(O)C(F)(F)F (stereo unspecified)
34) COc1ccc(CN2CCC(n3nccc3NC(=O)CCOc3ccccc3)CC2)cc1C
35) O=C(CSc1nncn1-c1ccccc1)NC1CCCC1
36) CC(C)(C)NC(=O)C(c1ccc(O)cc1)N(Cc1ccco1)C(=O)CCC(=O)Nc1ccccn1 (stereo unspecified)
37) Cc1nc2ccccc2nc(C)c1=NOCc1ccc(Cl)cc1Cl
38) O=C(NCCc1ccccc1)c1ccc(Br)o1
39) Cc1cc2nc3c(c(=O)n2[nH]1)CCCC3
40) COc1ccccc1N1CCN(C(=O)c2ccccc2N(C)S(=O)(=O)c2ccc(C)cc2)CC1

compound no.,33,34,35,36,37,38,39,40
GSTO1 counter,9,18,-1,2,0,0,4,0
LYPLA2 inh,-8,5,0,1,12,1,4,0
LYPLA1 counter,-3,-2,2,0,1,-2,2,-3
PAFAH1B3 FP inh,-3,2,-5,-7,-6,3,2,-1
PAFAH1B2 FP inh,8,-6,1,1,4,7,-3,6
PAD4 inh,8,-7,-1,-4,-3,-3,0,0
pPAFAH FP inh,2,2,4,5,2,-1,2,3
PREPL inh,-7,12,-3,2,16,-7,-4,11
PME-1 inh,4,4,4,0,14,0,2,-1

41) Cc1cc(C)nc(Nc2cccc(C(F)(F)F)c2)n1
42) CN(C)CCNC(=O)Cc1ncc(C(F)(F)F)cc1Cl
43) CC(NC(=O)c1ccc(Br)o1)c1ccc(-n2ccnc2)cc1 (stereo unspecified)
44) Cc1ccc(/C=N/n2c(COc3ccccc3)n[nH]c2=S)cc1
45) CCOc1ccccc1/C=N/NC(=O)c1cccc(S(=O)(=O)N(CC)CC)c1
46) COc1cccc(NC(=S)N(CCc2c(C)[nH]c3ccccc23)Cc2cccs2)c1
47) Cc1cc(C)c(C(=O)CSc2nnc(N)s2)c(C)c1
48) CC(=O)c1cccc(NC(=O)CCN2C(=O)C3CC=CCC3C2=O)c1 (stereo unspecified)

compound no.,41,42,43,44,45,46,47,48
GSTO1 counter,36*,-2,.,3,4,6,7,.
LYPLA2 inh,5,4,.,1,-1,-2,-5,-3
LYPLA1 counter,-1,-3,.,3,-3,-7,-1,-5
PAFAH1B3 FP inh,21,4,7,6,1,5,3,0
PAFAH1B2 FP inh,1,0,5,10,-1,-1,7,0
PAD4 inh,-1,-1,3,-7,1,1,1,-1
pPAFAH FP inh,3,6,3,3,-1,10,2,-3
PREPL inh,-11,5,8,-14,-11,2,0,17
PME-1 inh,3,1,.,9,3,-1,3,-7

Just pPAFAH FP inh (5 entries from above):
item	Structure	pPAFAH FP inh
41	Cc1cc(C)nc(Nc2cccc(C(F)(F)F)c2)n1	3
42	CN(C)CCNC(=O)Cc1ncc(C(F)(F)F)cc1Cl	6
43	CC(NC(=O)c1ccc(Br)o1)c1ccc(-n2ccnc2)cc1 (stereo unspecified)	3
44	Cc1ccc(/C=N/n2c(COc3ccccc3)n[nH]c2=S)cc1	3
45	CCOc1ccccc1/C=N/NC(=O)c1cccc(S(=O)(=O)N(CC)CC)c1	-1

Going on with the list.
49) Cc1nn(-c2cc(N3CCCCC3)ccc2N)c(=O)c2ccccc12
50) COc1ccc(C(=O)/C=C\c2ccc(NC(=O)c3cccs3)cc2)cc1
51) COc1ccc(NC(=O)CCC(=O)N2CCN(S(=O)(=O)c3ccc(C)cc3)CC2)c(OC)c1
52) CNC(=S)Nc1cc(Cl)ccc1Oc1ccccc1
53) COc1ccc(C(=O)NCc2nnc(SCC(=O)N3CCCC3)o2)cc1
54) Cc1nn(CC(=O)N2CCN(C)CC2)c(=O)c2c1sc1ccccc12
55) COc1ccc(-c2c(-c3cc(OC)cc(OC)c3)n(C)c3ccc(-c4cnc(OC)nc4)cc23)cc1
56) CCOC(=O)Cn1cnc2c(nnn2-c2cccc(OC)c2)c1=O
57) Cc1cccc(N(CC(=O)NCc2ccc(F)cc2)C(=O)c2csnn2)c1C
58) CC(C)C(OC(=O)c1oc2ccccc2c1CSC1CCCCC1)C(=O)NC(N)=O (stereo unspecified)
59) COC(=O)CCc1c(COC(C)=O)[nH]c(C(=O)OCc2ccccc2)c1C

compound no.,49,50,51,52,53,54,55,56,57,58,59
GSTO1 counter,8,-42,-7,1,2,8,.,-1,15,-3,6
LYPLA2 inh,6,-60,-4,4,1,-4,.,5,0,0,-1
LYPLA1 counter,2,-36,-4,-1,1,1,.,-1,2,1,-3
PAFAH1B3 FP inh,4,-3,-1,-1,2,5,8,8,8,.,2
PAFAH1B2 FP inh,2,2,-3,3,2,1,-2,1,6,.,2
PAD4 inh,2,-1,0,3,1,2,-3,-2,-1,-4,-2
pPAFAH FP inh,1,-22,3,-3,0,7,2,2,2,5,6
PREPL inh,14,-7,12,0,2,16,25,-1,17,1,12
PME-1 inh,-3,-73,2,-3,1,-2,.,-2,2,-4,6

Only part of the results is shown (hit frequency here may not be typical).
